High-throughput results deposited in PubChem by Broad Institute.
INS-1E GSIS act: primary screen for activators of insulin secretion dependent on glucose, INS-1E cells, GLuc reporter luminescence; INS-1E GLuc reporter insulin secretion, 2-3 h; activation, % at 16.6 µM; hit rate 0.61% among 370,000; AID 743287;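 active = lowest replicate activation of at least 40%, so every replicate reaches that level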;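 note: 0% = median of neutral control wells and 100% = median of IBMX positive control wells; some compounds called inactive have numbers as strong as hits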
RAD54 branch: blocks human RAD54 Holliday junction branch migration | Q92698 | FAM/BHQ fluorescence | inhibition, % at 10.4 µM | hit rate 0.14% among 360,000 | AID 602329;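 active = mean normalized replicate activity at least 40 and at least half of replicates scoring 40 or more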;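 note: 0% = median of neutral control wells and 100% = median of positive control wells; inhibitors cause a drop in the FAM fluorescence signal; in these data hits start at about 50%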
Target sequence (Q92698 whole entry, looked up): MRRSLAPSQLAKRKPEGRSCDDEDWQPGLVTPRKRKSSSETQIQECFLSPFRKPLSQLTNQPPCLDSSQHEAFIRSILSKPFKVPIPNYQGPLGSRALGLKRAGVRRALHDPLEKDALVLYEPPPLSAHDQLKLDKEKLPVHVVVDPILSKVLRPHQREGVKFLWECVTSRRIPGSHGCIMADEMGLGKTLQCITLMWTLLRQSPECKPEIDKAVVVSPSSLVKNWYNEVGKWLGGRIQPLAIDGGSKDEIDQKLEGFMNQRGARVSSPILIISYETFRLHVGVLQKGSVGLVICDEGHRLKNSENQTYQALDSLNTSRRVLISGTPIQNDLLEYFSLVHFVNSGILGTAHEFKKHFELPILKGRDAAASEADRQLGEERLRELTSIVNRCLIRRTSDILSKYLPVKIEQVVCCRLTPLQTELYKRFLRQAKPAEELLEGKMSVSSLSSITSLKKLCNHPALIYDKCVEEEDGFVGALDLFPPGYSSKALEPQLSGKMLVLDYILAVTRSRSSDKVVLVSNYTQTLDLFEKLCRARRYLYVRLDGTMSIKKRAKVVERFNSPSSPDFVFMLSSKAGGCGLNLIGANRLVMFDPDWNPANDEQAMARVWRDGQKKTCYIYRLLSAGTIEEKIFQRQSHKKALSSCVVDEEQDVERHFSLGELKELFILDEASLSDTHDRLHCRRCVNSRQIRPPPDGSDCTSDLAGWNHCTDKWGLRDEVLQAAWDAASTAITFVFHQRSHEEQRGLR
esBAF inh: inhibitors of esBAF chromatin remodeling in mouse ES cells. Bmi1-luciferase knock-in reporter, 24 h; 100% = twice the neutral-well signal. reporter increase, % at 12.5 µM. hit rate 2% among 350,000; in the data active = activation above about 40%;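 note: 0% = median of the plate's neutral control wells and 100% = double that signal; a rise in the Bmi1 reporter signal indicates esBAF inhibition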
ERAP1 HTS inh: ERAP1 (human) enzyme inhibition | Q9NZ08 | hit rate 0.15% among 340,000 | recombinant ERAP1, Leu-AMC fluorescence, 60 min | inhibition, % at 10.7 µM | AID 652197;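 active = mean replicate inhibition of at least 30%, or all replicates individually reaching that 30% level; inactive = mean below 30% and not every replicate reaching it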;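 note: 0% = neutral control wells and 100% = L-leucinethiol positive control wells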
XiGFP reactiv: X-chromosome reactivation activator; activation, % at 7.58 µM; hit rate 0.055% among 360,000; AID 743238; XiGFP mouse fibroblasts, % GFP-positive cells imaging, 3 d; cells co-treated with 5-aza-dC sensitizer; scaled so ellipticine positive control = 100%;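 active = mean normalized replicate activation at least 10% and every replicate at or above 10%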;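 note: 0% = median of on-plate neutral control wells and 100% = ellipticine 6 µM median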
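System: SV40-immortalized XiGFP fibroblast cells, line 68-5-11 / Incubation: 3-day compound exposure, then 15 min fixation at room temperature / Compound: single concentration per compound, delivered by pin transfer / Buffer or medium: DMEM plus 5-aza-dC sensitizer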
RAD52 inh: inhibitors of human RAD52 DNA annealing. recombinant RAD52 DNA annealing, FRET fluorescence. inhibition, % at 18.7 µM. hit rate 0.46% among 360,000. AID 651710;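 active = every replicate showing at least 50% inhibition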
ARNT TACC3 PPI: ARNT/TACC3 interaction disruption; Q9Y6A5; AID 623870; inhibition, % at 9.99 µM; AlphaScreen His-ARNT PAS-B/GST-TACC3 binding, luminescence; TACC3 fragment carries E629A point mutation; hit rate 0.66% among 390,000;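 active = mean inhibition of replicates at least 50% and at least half of replicates each reaching 50%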;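 note: 0% = complete ARNT plus TACC3 wells and 100% = ARNT alone without TACC3; many hits fall short of the cut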
F508del corr: correctors of CFTR F508del function in bronchial epithelial cells. CFBE cells, YFP halide quenching; stimulated with forskolin plus potentiator P3; % fluorescence drop versus neutral controls. activity (quench increase), % at 7.58 µM. hit rate 0.36% among 350,000;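 active = mean added fluorescence quench of at least 8% versus neutral control, with both replicates also reaching 8%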;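 note: cells transiently co-express mutant CFTR-F508del with the halide-sensitive YFP; corrector assay measuring rescue of mutant channel to the surface after 24 h compound exposure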
The depositor's hits bear a star; . = not tested or not shown; & = joins results of further samples.

1. Cc1ccc(OCc2occc2C(=O)O)cc1
2. CCOc1cc(C(=S)N2CCCC2)ccc1OC
3. O=C1Cc2cc(S(=O)(=O)N3CCCCC3)ccc2N1
4. CC(=O)C(=Cc1cc(C)n(-c2ccccc2)c1C)C(C)=O
5. Cc1ccc(C#N)c(SCc2cc3c(cc2Cl)OCO3)n1
6. O=C(Nc1nc2n(n1)C(c1ccccc1)C=C(c1ccccc1)N2)c1ccco1 (centres undefined)
7. O=C(N/N=C/c1ccoc1)c1cccc([N+](=O)[O-])c1
8. CCOC(=O)c1nnn(-c2nonc2-n2cccc2)c1CN1CCC(C(=O)OCC)CC1

entry no. | 1 | 2 | 3 | 4 | 5 | 6 | 7 | 8
INS-1E GSIS act | 0 | 11 | -12 | 6 | -26 | 20 | 10 | .
RAD54 branch | -30 | -5 | -3 | . | -2 | -3 | 5 | 2
esBAF inh | 0 | -7 | 2 | . | 1 | -10 | -9 | -4
ERAP1 HTS inh | 0 | 1 | 2 | 0 | . | -1 | 1 | 3
XiGFP reactiv | -0.1 | 0.2 | -0.1 | 0.3 | . | . | -0.1 | .
RAD52 inh | -16 | -4 | -11 | -99 | . | -16 | -10 | -24
ARNT TACC3 PPI | -1 | -2 | 0 | 1 | 13 | -13 | 9 | 2
F508del corr | -3.4 | 0.1 | 0.4 | 0.7 | . | . | 0.3 | -0.1

9. CC1(C(=O)Nc2ccc(Cl)c(Cl)c2)CCN1C(=O)CC1CCCC1 (centres undefined)
10. CC(C)(CNC(=O)c1ccc(-c2cccc(C(F)(F)F)c2)o1)N1CCOCC1
11. CC(=O)c1c(C)[nH]c(C(=O)Nc2ccc(Cl)c(S(=O)(=O)N(C)C)c2)c1C
12. O=C(C1=C[C@H](c2csc3ccccc23)C[C@H](OCc2ccc(CO)cc2)O1)N1CCN(Cc2ccc3c(c2)OCO3)CC1
13. O=C(NC1CC1)c1ccc(CS(=O)c2ccc(Br)cc2)o1 (centres undefined)
14. C[C@@H]1CN([C@@H](C)CO)S(=O)(=O)c2ccc(-c3ccc(C#N)cc3)cc2O[C@H]1CN(C)Cc1ccccn1
15. Cc1ccc(/C=N/N2CCN(Cc3ccccc3)CC2)cc1
16. COc1ccccc1NC(=O)CSc1nccn1Cc1ccccc1

entry no. | 9 | 10 | 11 | 12 | 13 | 14 | 15 | 16
INS-1E GSIS act | -23 | 13 | 2 | 10 | 18 | 12 | -18 | -15
RAD54 branch | -1 | . | . | 8 | 9 | -11 | -5 | 17
esBAF inh | -3 | -4 | . | -11 | 0 | 1 | 30 | 8
ERAP1 HTS inh | -8 | 1 | -1 | 5&3 | 4 | 0 | 1 | -1
XiGFP reactiv | 0.0 | 0.1 | 0.0 | 0.1 | 0.1 | -1.0 | -0.1 | 0.0
RAD52 inh | -9 | -22 | -4 | -52&-27 | -7 | -4 | 0 | -5
ARNT TACC3 PPI | . | 4 | 6 | -5 | 1 | 1 | . | 5
F508del corr | -0.2 | -4.5 | -0.7 | -0.4&-1.2 | -0.7 | 1.8 | -0.4 | 0.5

17. CC(OC(=O)CCC(=O)c1cccs1)C(=O)Nc1ccccc1[N+](=O)[O-] (centres undefined)
18. COc1ccc(OC)c(C(=O)NC(CC(N)=O)c2ccc(NC(C)C)c([N+](=O)[O-])c2)c1 (centres undefined)
19. N/C(=N\OC(=O)c1ccc(Cl)cc1Cl)c1ccccc1
20. O=C(CN1CCCCC1)NC(=O)NCc1ccccc1
21. C[C@@H]1CN([C@H](C)CO)C(=O)c2cc(NC(=O)c3ccncc3)ccc2O[C@@H](C)CCCCO[C@H]1CN(C)S(=O)(=O)c1ccc(Cl)cc1
22. CC(C)CC#Cc1ccc([C@@H]2[C@@H](CO)N3CCCCN(C(=O)Nc4ccccc4)C[C@H]23)cc1
23. Cc1ccc(S(=O)(=O)N2CCN(C(=O)COC(=O)CC(C)c3ccccc3)CC2)c(C)c1 (centres undefined)
24. C[C@@H](O)C#Cc1ccc2c(c1)O[C@@H](CN(C)C(=O)c1ccncc1)[C@@H](C)CN([C@@H](C)CO)S2(=O)=O

entry no. | 17 | 18 | 19 | 20 | 21 | 22 | 23 | 24
INS-1E GSIS act | 5 | 30 | -24 | 2 | -6 | -7 | -19 | 14
RAD54 branch | . | -1 | 13 | -8 | -1 | -1 | -2 | -4
esBAF inh | . | -4 | -67 | . | 4 | . | 0 | 2
ERAP1 HTS inh | 9 | 3 | . | . | 3 | . | 3 | -3
XiGFP reactiv | 0.0 | -0.1 | . | 0.0 | 0.1 | 0.1 | -0.1 | 0.1
RAD52 inh | -10 | -7 | . | . | 14 | . | -14 | -1
ARNT TACC3 PPI | 5 | 10 | -7 | -4 | 3 | 7 | -4 | -4
F508del corr | -0.4 | -4.6 | . | . | 1.7 | -3.5 | 1.8 | 0.9

Next entries follow:
Order of results – INS-1E GSIS act, RAD54 branch, esBAF inh, ERAP1 HTS inh, XiGFP reactiv, RAD52 inh, ARNT TACC3 PPI, F508del corr
25: CCOC(=O)[C@@H]1[C@H]2COc3ccccc3[C@@H]2N2C(=O)N(c3cccc(C)c3)C(=O)[C@@]12C
→ -7, 3, -1, -3, 0.0, -25, -3, 0.8
26: OCCN1CCOCCOc2ccccc2OCCOCC1
→ 31, 2, -5, 0, 0.1, -9, -17, 0.5
27: CCOc1ccc(C(=O)OCC(=O)N2CCCC2)cc1
→ 20, -2, 19, 0, 0.1, -16, 0, -1.2
28: COc1ccc(NC(=O)N(C)C[C@H]2Oc3ccc(NC(=O)NC(C)C)cc3CC(=O)N([C@H](C)CO)C[C@H]2C)cc1
→ 1, -5, 0, 3, -1.1, 10, -11, -2.5
29: Cn1cc(CN2CCCC(C(=O)Nc3cccc(-c4cc5ccccc5[nH]4)c3)C2)cn1 (centres undefined)
→ -32, 11, 6, 1, 0.2, 27, 31, 1.9
30: CNC[C@H]1Oc2cc(-c3cccc(F)c3)ccc2S(=O)(=O)N([C@H](C)CO)C[C@@H]1C
→ 12, 0, -5, -4, -0.2, -39, -10, 1.1
31: O=S(=O)(CS(=O)(=O)c1ccccc1Br)c1ccccc1Br
→ -4, ., ., -2, 0.0, -7, ., -5.5
32: CCN(C(=O)COC(=O)c1cc2ccccc2cc1OC)c1c(N)n(Cc2ccccc2)c(=O)[nH]c1=O
→ -16, -2, -8, 1, -0.1, -13, 6, 0.3
33: CO[C@H]1CN(C)C(=O)c2ccc(NS(C)(=O)=O)cc2OC[C@@H](C)N(C(=O)C2CCCCC2)C[C@@H]1C
→ -1, 3, 2, 1, -0.1, -2, 2, 0.3
34: C[C@H]1CN([C@@H](C)CO)C(=O)CCCn2cc(nn2)CO[C@H]1CN(C)C(=O)Nc1cccc(F)c1
→ 4, -10, 2, 1, 0.0, -12, -1, 0.3
35: C[C@@H]1CN([C@@H](C)CO)C(=O)c2cccc(NC(=O)C3CCOCC3)c2O[C@H]1CN(C)Cc1ccc(-c2ccccc2)cc1
→ -35, 5, 0, 2, 0.1, 32, 5, -4.2
36: COc1ccc2c3c([nH]c2c1)[C@H](CO)N(C(=O)C1CC1)CC31CN(C(=O)NC(C)C)C1
→ 21, ., ., 2, 0.3, 0, ., -0.6
37: O=C(O)c1ccc2c(=O)n3c(nc2c1)/C(=C/c1ccc(Cl)cc1Cl)CC3
→ -8, -1, 6, 0, 0.0, -7, 0, -1.5
38: OC(C#CCN1CCCC1)c1ccccc1 (centres undefined)
→ 7, 8, -2, 8, ., -1, -4, 0.2
39: CCCNC(=O)C1(CC2CC(c3ccccc3)=NO2)CCN(C(=O)Cc2ccc(F)cc2)CC1 (centres undefined)
→ ., -18, -11, 4, 0.0, -1, -4, -3.6
40: O=C(C[C@H]1CC[C@H](NS(=O)(=O)c2ccc(F)cc2)[C@H](CO)O1)NC1CCCCC1
→ -6, 0, 2, -3, -0.1, -7, 1, -3.8
41: Cc1ccc(C(=O)Nc2cccnc2)cc1Cl
→ 1, -3, 55*, 2, 0.0, -7, -1, -1.9
42: NS(=O)(=O)c1ccc(NC(=O)CSc2n[nH]c(=O)n2Cc2ccccc2)cc1
→ 5, -18, 0, 0, 0.1, -6, -7, 0.8
43: Cc1ccc(OC(F)F)c(NC(=O)Nc2cccc(C(F)(F)F)c2)c1
→ -23, 8, 8, 2, ., -17, -3, 1.1
44: CC(OC(=O)C1CC(=O)N(Cc2ccccc2)C1)C(=O)Nc1cccc(C#N)c1 (centres undefined)
→ -5, -3, ., 22, -0.1, 1, -18, 1.0
45: COc1ccc(C/C(N)=N/OC(=O)c2cccc([N+](=O)[O-])c2)cc1
→ -6, -6, ., 0, -0.1, -13, 1, 0.4
46: CC(=O)c1ccc(OCc2cc(C(=O)NCC3CCCCO3)no2)cc1 (centres undefined)
→ 3, ., ., -2, 0.0, -29, -7, -1.1
47: CN1C(=O)c2cc(NC(=O)c3cccs3)ccc2OC[C@@H]2O[C@@H](CC(=O)NCCN3CCCCC3)CC[C@@H]21
→ 22, 0, 1, 0, 0.1, 12, -9, 0.1
48: CC(=O)OC(C(=O)NCCN1CCOCC1)c1c(F)cccc1F (centres undefined)
→ 10, ., ., 10, 0.1, -16, -2, .
49: CCc1ccc(NC(=O)C(=O)NCC(O)c2ccccc2)cc1 (centres undefined)
→ 8, ., ., 0, -0.1, -9, ., 0.0
50: COc1ccc(S(=O)(=O)N(C)C[C@H]2Oc3ccc(NC(=O)Nc4ccc(C(F)(F)F)cc4)cc3CC(=O)N([C@@H](C)CO)C[C@@H]2C)cc1
→ 7, -6, 1, -2, -0.3, -13, -1, -2.1
51: O=C(O)CCCCCCCCCCP(=O)(c1ccccc1)c1ccccc1
→ -17, 2, ., -22, -0.2, -24, -5, 2.8
52: CN(C)C(=O)C[C@@H]1CC[C@H]2[C@@H](COC[C@H](O)CN2CC2CCCCC2)O1
→ 29, -3, 0, 3, -0.2, -7, -2, 2.1
53: O=C(O)c1cccc(NC(=O)c2cn(-c3ccccc3)nc2-c2cccc(Br)c2)c1
→ -10, 11, -3, -35, 0.2, -11, -1, -0.9
54: N/C(Cc1ccccc1)=N\OC(=O)c1cccc2ccccc12
→ 3, -8, ., -1, 0.2, -13, -3, -2.9
55: COc1ccc(NC(=O)Nc2cccc3c2O[C@@H](CN(C)C(=O)NC2CCCCC2)[C@H](C)CN([C@H](C)CO)C3=O)cc1
→ -6, 11, 0, 0, 0.3, 6, -10, 3.1
56: COC(=O)NNC(=O)COc1ccccc1C
→ 9, 3, -11, ., -0.1, ., 0, .

Among those listed so far, 7 have a Cl atom:
Order of results – INS-1E GSIS act, RAD54 branch, esBAF inh, ERAP1 HTS inh, XiGFP reactiv, RAD52 inh, ARNT TACC3 PPI, F508del corr
5: Cc1ccc(C#N)c(SCc2cc3c(cc2Cl)OCO3)n1
→ -26, -2, 1, ., ., ., 13, .
9: CC1(C(=O)Nc2ccc(Cl)c(Cl)c2)CCN1C(=O)CC1CCCC1 (centres undefined)
→ -23, -1, -3, -8, 0.0, -9, ., -0.2
11: CC(=O)c1c(C)[nH]c(C(=O)Nc2ccc(Cl)c(S(=O)(=O)N(C)C)c2)c1C
→ 2, ., ., -1, 0.0, -4, 6, -0.7
19: N/C(=N\OC(=O)c1ccc(Cl)cc1Cl)c1ccccc1
→ -24, 13, -67, ., ., ., -7, .
21: C[C@@H]1CN([C@H](C)CO)C(=O)c2cc(NC(=O)c3ccncc3)ccc2O[C@@H](C)CCCCO[C@H]1CN(C)S(=O)(=O)c1ccc(Cl)cc1
→ -6, -1, 4, 3, 0.1, 14, 3, 1.7
37: O=C(O)c1ccc2c(=O)n3c(nc2c1)/C(=C/c1ccc(Cl)cc1Cl)CC3
→ -8, -1, 6, 0, 0.0, -7, 0, -1.5
41: Cc1ccc(C(=O)Nc2cccnc2)cc1Cl
→ 1, -3, 55*, 2, 0.0, -7, -1, -1.9
